MITF primary: inhibitors of human MITF | O75030 | AlphaScreen MITF homodimerization, bead proximity signal | inhibition, % at 2.6 µM | 0.91% of 650,000 active | AID 1259374; in the data active = inhibition above about 50%;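 note: 0% = vehicle wells with protein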
Target sequence (O75030 whole entry, looked up): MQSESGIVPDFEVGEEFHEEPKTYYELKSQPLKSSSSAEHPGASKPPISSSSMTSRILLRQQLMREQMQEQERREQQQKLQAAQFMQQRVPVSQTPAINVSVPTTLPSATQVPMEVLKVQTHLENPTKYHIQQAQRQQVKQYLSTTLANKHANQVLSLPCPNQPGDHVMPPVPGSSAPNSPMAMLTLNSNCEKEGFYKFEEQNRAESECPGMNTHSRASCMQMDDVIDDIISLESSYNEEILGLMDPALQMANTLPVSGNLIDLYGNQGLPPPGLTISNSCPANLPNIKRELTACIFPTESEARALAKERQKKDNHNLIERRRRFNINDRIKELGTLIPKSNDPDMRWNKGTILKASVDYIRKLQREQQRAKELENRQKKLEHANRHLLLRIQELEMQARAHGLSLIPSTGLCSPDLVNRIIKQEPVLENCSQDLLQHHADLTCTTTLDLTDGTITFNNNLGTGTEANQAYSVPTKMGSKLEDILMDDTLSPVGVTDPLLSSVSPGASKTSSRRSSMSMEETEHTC
TEAD-YAP block: TEAD-YAP interaction inhibition. HEK-TIYL cells, TEAD-Gal4/YAP UAS-luciferase luminescence. inhibition, % at 9.12 µM. 1.4% of 640,000 active; in the data active = inhibition above about 32%;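 note: 0% = median of test compound wells and 100% = reference inhibitor wells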
FBW7 act: human FBW7 E3 ligase activation, primary screen. AID 1259310. normalized activity (activation), % at 26.1 µM. AlphaScreen FBW7–phospho-cyclin E peptide binding, activator screen. 0.13% of 650,000 active. Q969H0; in the data active = normalized activity above about 1.9%;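 note: purified mutant Fbw7 with reduced substrate affinity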
GPR151 ag: human GPR151 activation. Q8TDV0. activation, % at 11.2 µM. AID 1508602. PathHunter beta-arrestin GPR151 cells, luminescence. 1% of 650,000 active; in the data active = activation above about 4.9%;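 note: 0% = median of compound wells and 100% = cells with positive control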
Target sequence (Q8TDV0 whole entry, looked up): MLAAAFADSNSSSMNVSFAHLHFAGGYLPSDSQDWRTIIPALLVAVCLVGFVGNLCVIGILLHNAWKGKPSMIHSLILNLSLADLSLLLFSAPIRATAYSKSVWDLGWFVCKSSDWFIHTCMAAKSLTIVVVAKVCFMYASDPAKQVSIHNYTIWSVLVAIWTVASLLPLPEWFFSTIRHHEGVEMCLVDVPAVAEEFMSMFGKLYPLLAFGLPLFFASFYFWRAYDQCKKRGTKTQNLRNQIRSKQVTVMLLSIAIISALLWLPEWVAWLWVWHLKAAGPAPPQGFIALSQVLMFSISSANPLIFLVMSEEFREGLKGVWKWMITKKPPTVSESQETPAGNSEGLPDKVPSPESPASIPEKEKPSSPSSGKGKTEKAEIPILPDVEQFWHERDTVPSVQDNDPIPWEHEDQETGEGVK
Starred values were filed as active, the others as inactive; & = joins results of further samples.

mol	GPR151 ag	MITF primary	FBW7 act	TEAD-YAP block
Cc1ccccc1N=c1oc2ccccc2cc1C(=O)Nc1ccc(F)cc1	-0.2	10	0.1	-58
COc1ccc(CCN(C(=O)/C=C/C(=O)O)C2CC(=O)N(c3ccccc3)C2=O)cc1OC (stereo unspecified)	0.9	14	0.3	-6
Cc1ccc(/C=C/C(=O)Nc2ccc3c(c2)OCO3)cc1	-3.1	25	0.3	-59
Cn1c(=O)[nH]c(=O)c2c1nc(NCCO)n2Cc1ccc(Cl)cc1	-0.7	7	-0.1	-2
CC(=O)C(Sc1nc(NC(C)C)nc(N(C)C)n1)C(C)=O	5.3*	16	0.9	-12
COC(=O)C1=C(C)C(c2ccccc2OC)NC(=O)N1 (stereo unspecified)	-1.6	-6	0.0	-1
O=C(Cn1cnc2sc3c(c2c1=O)CCCC3)NCCCC(=O)Nc1ccccc1C(F)(F)F	-2.4	4	-0.1	1
Cc1nnc2c3cnn(-c4ccccc4)c3ncn12	0.3	-3	0.1	3
O=C(NCc1cccs1)c1csc2c1CCCCC2	1.2	11	0.2	-1
C#CCOC(=O)/C(=C\c1ccc2c(c1)OCO2)NC(=O)c1ccccc1	1.4	7	-0.1	-33
C=CCNc1nc(C)nc2c1nnn2Cc1ccccc1Cl	0.1	2	-0.2	-14
CCOc1cc(CO)ccc1OCCO	0.9	0	-0.1	-1
CCCC(=O)Nc1nc(-c2cc3ccccc3oc2=O)cs1	2.7	4	0.1	-7
CCC(C)NC(=O)CCC(=O)n1ncc2c(C)cccc21 (stereo unspecified)	0.6	-7	-0.1	-4
CCCN(CCC)S(=O)(=O)c1ccc(F)c(C(=O)Nc2cc(Cl)cc(Cl)c2)c1	0.0	-2	-0.1	-7

Some values from above.
`CCOc1cc(CO)ccc1OCCO` – GPR151 ag: 0.9
`C#CCOC(=O)/C(=C\c1ccc2c(c1)OCO2)NC(=O)c1ccccc1` – TEAD-YAP block: -33

The list continues.
mol	GPR151 ag	MITF primary	FBW7 act	TEAD-YAP block
CC1CCC(NC(=O)COc2ccccc2C(N)=O)CC1 (stereo unspecified)	0.8	5	0.0	2
CC(C)C(=O)Nc1cccc(NC(=O)Cc2ccc(Cl)cc2)c1	1.0	6	0.5	17
O=C(Nc1ccon1)Nc1ccccc1C(F)(F)F	-0.1	-3	-0.3	3
CN(C)c1nc(SCCOC(=O)Nc2ccccc2)nc(N(C)C)n1	0.3	7	0.0	4
Cc1nnc(CN(C)C(=O)CN2Cc3ccccc3OC(c3ccsc3)C2)o1 (stereo unspecified)	-0.1	7	0.1	8
CCOc1ccc(C(=O)Nc2c(C)ccc3nsnc23)cc1Br	-0.4	11	1.0	1
COc1ccc2[nH]cc(/C=C/c3onc(C)c3[N+](=O)[O-])c2c1	-0.8	-2	-0.2	-27
COc1cccc(CNC(=O)Cn2ncn3cccc3c2=O)c1	-1.7	9	0.0	-19
O=C(COC(=O)CCCC1=NS(=O)(=O)c2ccccc2N1)Nc1ccccc1	0.3	4	0.3	11
CN1CCN(CC(=O)Nc2sc3c(c2C#N)CCC3)CC1	0.8	30	0.1	-5
CC1CCCCN1c1ncnc2c1nnn2Cc1ccccc1 (stereo unspecified)	1.4	4	0.1	-9
CC(=O)Nc1ccc(C(=O)Nc2ccc(S(=O)(=O)NC(C)=O)cc2)cc1	1.4	6	0.1	6
Cc1cc(NC(=S)N(CCCN2CCCC2)Cc2cccs2)ccc1Cl	1.3	-71	-0.1	-6
CCN(CC)c1ccc(NC(=O)c2ccc(OC)c(OC)c2)cc1C	-1.2	8	-0.2	2
Cc1ccc(N2C(=O)C3C(C2=O)C2(C)c4ccccc4C3(C)c3ccccc32)cc1[N+](=O)[O-] (stereo unspecified)	0.2	-2	-0.4	2
COC(=O)c1ccc(C2CC(=O)Nc3cc(OC)c(OC)c(OC)c32)cc1 (stereo unspecified)	0.1	-14	0.0	6
CCOc1ccccc1C(=O)NCCc1ccccc1	0.1	-3	0.5	-20
Cc1ccc(Cn2nnc3c(=O)[nH]c(C4CCN(C(=O)C(F)(F)F)CC4)nc32)cc1	-0.1	75*	0.5	1
O=C(Nc1cc(C(F)(F)F)ccc1Oc1ccc(Cl)cc1)c1ccc(F)cc1	-0.4	-5	-0.2	-3
O=C(O)c1cccnc1Nc1ccccc1F	2.4	-6	-0.3	-7
CCc1ccc(N2CCN(CCNC(=O)Nc3ccccc3)CC2)cc1	1.5	-6	-0.1	3
CCOc1ccccc1-n1c(SCC(=O)Nc2nccs2)nnc1-c1ccccn1	0.0	12	0.1	19
Clc1cc(NCc2ccccc2)ncn1	-0.8&0.8	0&-8	-0.1&0.1	5&7
CCCCC(=O)Nc1cc(C(=O)O)cc(C(=O)O)c1	-0.9	6	0.3	5
CCOC(=O)c1c(/N=c2\oc3ccccc3cc2C(=O)Nc2cccc(C(F)(F)F)c2)sc2c1CCCC2	1.1	-9	0.1	4
O=c1oc2ccccc2n1Cc1c(F)cccc1Cl	-1.0	17	0.7	7
CCSC1=C(C#N)C(c2ccc([N+](=O)[O-])cc2)CC(=O)N1 (stereo unspecified)	0.0	6	0.0	0
CCc1nnc(NC(=O)C=C(C)C)s1	0.1	15	0.1	-8
CN(C)CC(C)(C)CNC(=O)c1cc(Br)cc(Br)c1O	-0.9	-5	-0.1	-12
C=CCn1c2ccccc2c2nnc(SCc3ccccc3Cl)nc21	0.4	-3	0.6	0

4 neighbouring records already listed:
mol	GPR151 ag	MITF primary	FBW7 act	TEAD-YAP block
CCSC1=C(C#N)C(c2ccc([N+](=O)[O-])cc2)CC(=O)N1 (stereo unspecified)	0.0	6	0.0	0
CCc1nnc(NC(=O)C=C(C)C)s1	0.1	15	0.1	-8
CN(C)CC(C)(C)CNC(=O)c1cc(Br)cc(Br)c1O	-0.9	-5	-0.1	-12
C=CCn1c2ccccc2c2nnc(SCc3ccccc3Cl)nc21	0.4	-3	0.6	0

More results
mol	GPR151 ag	MITF primary	FBW7 act	TEAD-YAP block
Cc1cc(C)n(-c2ccc(NC(=O)C3CCN(Cc4cccnc4)CC3)cc2)n1	2.0	-4	0.1	8
COc1ccc(OC)c(NC(=O)c2sc3ncn(Cc4ccccc4Cl)c(=O)c3c2C)c1	-0.4	-69	-0.2	2
COc1ccc(CN[C@H]2C[C@H]3C(=O)N[C@@H](C)C(=O)N3C2)cc1	-0.3	1	-0.3	-6
CCOC(=O)c1c(NC(=O)CCc2ccccc2)sc2c1CCC(CC)C2 (stereo unspecified)	-0.7	0	-0.1	6
CCCN(CCC)S(=O)(=O)c1ccc(C(=O)Nc2sc3c(c2C(=O)OCC)CCN(C(C)C)C3)cc1	0.8	-25	-0.1	-6
Cc1nc2ccccc2nc1N/N=C/c1c(O)ccc2ccccc12	-0.4	10	-0.1	18
CCOc1cc(CN2CCc3nnc(CNC(C)=O)n3CC2)ccc1OC	2.3	3	0.2	-50
COc1cc(/C=N/N2CCN(c3ccccc3)CC2)cc(OC)c1O	1.2	14	-0.1	-8
Cc1c(C=O)c2ccccc2n1CC(=O)NC(C)(C)C	-0.5	21	0.1	0
CCCCc1ccc(NC(=O)c2cc3c(=O)n4ccccc4nc3n2C)cc1	0.4	-1	-0.1	4
CN(C)S(=O)(=O)c1ccc2oc3nnc(SCC(=O)C(C)(C)C)n3c2c1	0.1	-11	0.2	-7
CCc1cc(Br)ccc1OCC(=O)O	0.7	18	-0.1	-4
CC1(C)CC(=O)c2cc(-c3ccccc3)n(-c3ccc(Cl)cc3)c2C1	1.5	14	0.4	-4
CC(C)(C)C(=O)COc1cccc2nonc12	0.1	4	-0.1	2
CC(C)CCNC(=O)CN1C(=O)C(c2ccccc2)Oc2cccnc21 (stereo unspecified)	0.3	-1	0.0	15
CCOc1ccccc1NC(=O)CNC(=O)c1nn(-c2ccc(OC)c(Cl)c2)c(=O)c2ccccc12	0.1	19	0.1	-2
Cc1ccc(NC(=O)NC23CC4CC(CC(C4)C2)C3)cc1NC(=O)NC12CC3CC(CC(C3)C1)C2	-0.1	1	0.0	0
CCc1ccccc1NC(=O)C/C(C)=N/NC(=O)CCc1ccccc1	-0.4	2	0.0	-4
CC1(C)CC(=O)c2sc(NC(=O)CCCOc3ccccc3)nc2C1	-0.4	-2	-0.1	-2
CCC(=O)NC(=S)Nc1ccc(NC(=O)CC)cc1	0.8	1	-0.1	-2
COc1ccccc1NC(=O)C1CCC(=O)N1 (stereo unspecified)	-1.2	11	0.2	0
O=CC1=C(N2CCOCC2)/C(=C/c2ccc(Cl)cc2)CC1	0.6	2	-0.1	6
CC(C)c1ccc(S(=O)(=O)NC(C)c2ccccc2)cc1 (stereo unspecified)	-0.5	13	0.1	3
COc1ccc(-n2c(C)c(C(C)=O)c(C(C)=O)c2C)c(OC)c1	0.4	1	0.0	-1
COc1cc(NC(=O)CN2C(=O)NC3(CCCC3)C2=O)c(C)cc1[N+](=O)[O-]	-1.1	1	-0.1	2
O=C(CSc1ncn[nH]1)N1c2ccccc2Sc2ccccc21	-0.2	-4	-0.2	-6
Cc1nnc(NC(=O)C(C)Oc2cccc(Cl)c2)s1 (stereo unspecified)	2.5	7	0.1	2
N#CCSc1nc2cc(C(=O)N3CCCC3)ccc2c(=O)n1-c1ccccc1	-0.4	12	0.1	-7
Cc1cc(N)n(-c2ccccc2[N+](=O)[O-])n1	1.6	-1	0.1	3
CN(CCN(C)/N=C/c1cccc([N+](=O)[O-])c1)/N=C/c1cccc([N+](=O)[O-])c1	-0.6	29	0.2	8
CC1(C)Cc2ccccc2C2=C(C(=O)N3CCCCC3)C(=O)C(=O)N21	-1.5	-3	-0.2	-3
CCCS(=O)(=O)N1CCN(CCN2C(=O)c3cccc4cccc(c34)C2=O)CC1	0.5	2	0.0	-2
CCc1cccc(C)c1NC(=S)N(CCN1CCCCC1)Cc1ccco1	1.5	0	0.1	15
O=C(CN(Cc1ccc(Cl)cc1)S(=O)(=O)c1cccnc1)N1CCc2ccccc21	2.2	-7	-0.1	7
CCCCCCNC(=O)C(CC)NS(=O)(=O)c1ccc(OC)cc1 (stereo unspecified)	1.7	-3	0.0	4
C=CCOc1c(Br)cc(C=O)cc1OC	-0.9	16	0.4	-1
COc1ccc2c(CNCc3cc(OC)c(OC)c(OC)c3)c(C(=O)O)n(C)c2c1	-0.5	3	0.1	-5
CCCS(=O)(=O)c1c(S(=O)(=O)CCC)c2c(N)cccn2c1C(=O)c1ccc(Br)cc1	0.7	-2	-0.1	6
CCCN(C)C(=O)c1cnc2sc(C)c(C)n2c1=O	-0.5	12	0.2	3
CC(C)(C)NC(=O)CN1CCC(c2ccccc2F)CC1	0.7	-8	0.1	6
Cc1cnn(C(=O)c2ccc(Br)s2)c1	1.3	13	0.0	-7
O=C(CNS(=O)(=O)c1cccs1)NCc1ccccc1	-0.6	-11	-0.2	-6
CCN1CCN(c2ncnc3c2c(-c2ccccc2)cn3-c2ccc(Br)cc2)CC1	0.9	-6	0.0	0
COc1ccc(Nc2nc(Nc3ccc(OC)cc3)nc(Sc3nc4ccccc4s3)n2)cc1	-0.2	-5	0.1	11
CCOc1ccc(CC(=O)Nc2ccc(-c3cn4c(n3)SCC4)cc2)cc1	5.1*	-15	-0.1	-6

Whole records as entered above:
Listed for `CCN1CCN(c2ncnc3c2c(-c2ccccc2)cn3-c2ccc(Br)cc2)CC1` → GPR151 ag: 0.9; MITF primary: -6; FBW7 act: 0.0; TEAD-YAP block: 0
Listed for `O=C(CNS(=O)(=O)c1cccs1)NCc1ccccc1` → GPR151 ag: -0.6; MITF primary: -11; FBW7 act: -0.2; TEAD-YAP block: -6
Listed for `CCc1cccc(C)c1NC(=S)N(CCN1CCCCC1)Cc1ccco1` → GPR151 ag: 1.5; MITF primary: 0; FBW7 act: 0.1; TEAD-YAP block: 15

The results go on:
mol	GPR151 ag	MITF primary	FBW7 act	TEAD-YAP block
O=C1CCC(CCNCc2cc3c(cc2Cl)OCO3)N1Cc1ccc(F)cc1 (stereo unspecified)	-1.2	-11	-0.4	-2
CN1CC(=O)N(CN2CCN(S(=O)(=O)c3ccccc3C#N)CC2)C1=O	-0.1	6	0.1	9
N#CC1=C(N)Oc2c(oc(CO)cc2=O)C1c1ccc2c(c1)OCO2 (stereo unspecified)	0.0	-3	-0.2	0
COc1ccc(S(=O)(=O)N2CCN(c3ccccc3)CC2)cc1	0.8	-9	-0.7	3
CC(C)(C)C(=O)NC(=O)Nc1nccc2cccnc12	2.9	6	-0.3	1
O=C(Nc1ccccc1Cl)NC1(C(=O)N2CCCC2)CCCCC1	0.6	-4	-0.1	11
O=C(NCc1ccc(N2CCCC2=O)cc1)Nc1ccc(F)cc1	0.4	-2	0.1	-8
O=C(c1ccccc1Cl)N1CCN(c2ccc(Cl)cc2[N+](=O)[O-])CC1	0.9	-3	-0.1	-3
COC(=O)c1sc(NC(=O)c2ccco2)c(C(=O)OC)c1C	3.6	1	-0.1	1
CC(NC(=O)c1cc([N+](=O)[O-])ccc1Cl)C12CC3CC(CC(C3)C1)C2 (stereo unspecified)	0.1	17	-0.1	9

Screening data deposited in PubChem by The Scripps Research Institute Molecular Screening Center.
